aSyn tox rescue: alpha-synuclein toxicity suppression in yeast; S. cerevisiae alpha-synuclein toxicity rescue, BacTiter-Glo growth, 24 h; Potency, µM (series often up to 46.1 µM), for inactives: top-dose growth rescue (activation), hits mostly activators; 0.02% of 94,000 active; active = well fitted activation curve with a large enough effect; note: 0% is about no effect
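Growth restoration measured by BacTiter-Glo luminescence after 24 hr at 30 deg C; alpha-synuclein yeast, raffinose-pregrown to mid-log, were added at OD600=0.02 in galactose medium onto pinned compounds.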
An asterisk follows results filed as active; & = joins results of further samples; [ ] = dose if it differs, or a comment. Potency is the fitted concentration of half-maximal effect. This is a subset (hit frequency here may not be typical).

SMILES | aSyn tox rescue
O=C(CCC1CCCN(Cc2cccc(Cl)c2)C1)NCc1ccccc1F (configuration not stated) | 4.5%
CCCC12CN3CC(C)(CN(C1)C3c1cn(C)c3ccccc13)C2=O (configuration not stated) | -2.7%
Cc1cc(C)cc(NC(=O)CSc2nc3c(oc4ccccc43)c(=O)n2-c2ccccc2F)c1 | 5.9%
COc1ccc(C(=O)NNC(=O)Nc2ccc(Cl)cc2)cc1 | 12.3%
Cc1cc(C)c(NC(=O)Cn2c(=O)n(CC3CCCO3)c(=O)c3ccccc32)c(C)c1 (configuration not stated) | -0.4%
O=C(NCCNC(=O)c1ccc(-c2cc(Cl)ccc2Cl)o1)c1cnccn1 | -6.5%
CCc1ccc(NC(=O)Cn2c(-c3cncs3)nc3ccccc32)cc1 | 6.3%
Cn1ncc([N+](=O)[O-])c1C(=O)Nc1cc(Cl)ccc1Cl | 5.1%
CCOc1ccc(S(=O)(=O)NCCc2csc3nc(-c4ccc(F)cc4)nn23)cc1 | -3.6%
Cc1cc(C)c2c(=O)n(CC(=O)N3CCN(c4ccccc4)CC3)ccc2n1 | -1.7%
Cc1cccc(OC(=O)c2ccc3c(=O)n4c(nc3c2)CCC4)c1 | -6.6%
O=C(NNC(=O)C1C2CCC(C2)C1C(=O)O)c1ccc(Cl)cc1 (configuration not stated) | -4.6%
O=C(C[C@@H]1C[C@@H]2c3cc(NS(=O)(=O)c4ccc(F)cc4)ccc3O[C@@H]2[C@H](CO)O1)N1CCc2ccccc2C1 | -6.0%
Cc1ccccc1-c1nc(CS(=O)(=O)CC(=O)NCc2ccccc2)c(C)o1 | -1.7%
COc1ccccc1CNC(=O)CCCn1c(=O)c2ccccc2n(Cc2ccc(F)cc2)c1=O | -3.1%
CC(C)c1ccc(S(=O)(=O)c2nnn3c2nc(NCc2cccs2)c2sccc23)cc1 | 3.7%
Cc1cccc(NC(=O)CCn2nc(C)c3c(C)n(-c4ccccc4)nc3c2=O)c1C | -6.7%
CN(C)S(=O)(=O)c1cccc(COC(=O)c2cc([N+](=O)[O-])ccc2N2CCOCC2)c1 | 8.2%
C[C@H](CO)NC(=O)c1nc[nH]c1C(=O)N[C@H](C)c1ccccc1 | -5.6%
CC(C)Cc1nc(Nc2ccc(S(=O)(=O)N3CCCC3)cc2)c2nnn(Cc3ccccc3)c2n1 | -3.2%
COC(=O)[C@@H]1CCCN1C(=O)CCc1nnc(CCc2c[nH]c3ccccc23)o1 | 10.4%
Cn1c(=O)c2sccc2n2c(CCC(=O)NCc3ccccc3)nnc12 | 1.5%
COc1ccc(Cl)cc1NS(=O)(=O)c1c(C)[nH]c(=O)[nH]c1=O | 3.2%
CC1=C(C#N)C(/C=N/OCc2ccc(Cl)cc2)CC(=O)N1 (configuration not stated) | 3.2%
CN1CCN(S(=O)(=O)c2ccc(N3CCN(C(c4ccccc4)c4ccccc4)CC3)nc2)CC1 | 7.0%
CN(CC(=O)Nc1ccccc1Cl)C(=O)COC(=O)c1ccc(S(=O)(=O)C(F)F)cc1 | 3.9%
CCOC(=O)C1CCCN(S(=O)(=O)CCNC(=O)c2ccc(F)cc2)C1 (configuration not stated) | 7.2%
COc1ccc(C2CC(=O)c3c([nH]c(C(=O)OC4CCCCCC4)c3C)C2)cc1 (configuration not stated) | 0.4%
COc1cc(C2C(C(=O)c3cccs3)=C(O)C(=O)N2CCN2CCOCC2)ccc1OCCC(C)C (configuration not stated) | 7.2%
Cc1ccc2[nH]c(CSc3nnc(NC(=O)c4ccccc4F)s3)cc(=O)c2c1 | -5.2%
CC(C)Cn1cc(NC(=O)Nc2cccc(C(F)(F)F)c2)c2ccccc2c1=O | -3.0%
CCOc1ccc(CN2CCNC(=O)C2CC(=O)O)cc1 (configuration not stated) | -9.5%
Nc1nn(-c2ccccc2)nc1C(=O)OCc1ccccc1 | -11.2%&0.5%
O=C(CN1CCN(c2ccccn2)CC1)Nc1cccc(S(=O)(=O)N2CCOCC2)c1 | 3.1%
O=C(CCNC(=O)c1ccc(Br)cc1)Nc1nc2ccccc2[nH]1 | -41.4%[inhibitor]
Cc1cc(=O)[nH]c(N/N=C/c2ccc(-c3ccc([N+](=O)[O-])cc3)o2)n1 | 0.6%
CC(=O)N1CCC(N(CCN2CCOCC2)C(=S)Nc2ccc(C)cc2)CC1 | 1.7%
COc1cn(CC(=O)Nc2cccc(C)c2C)c(CN2CCCCC2)cc1=O | -4.3%
COc1ccc2c(c1)NC(c1cccnc1)=NC(c1ccc(F)cc1)=N2 | -1.6%
CCCNC(=O)N(C)C[C@H]1Oc2ncc(C#CCc3ccccc3)cc2C(=O)N([C@H](C)CO)C[C@H]1C | -12.0%
CC1(C)Cc2c(C#N)c(NCCN3CCOCC3)nc(-c3ccccc3)c2CO1 | -6.0%
O=S(=O)(c1cccc(-c2nnco2)c1)N1CCOCC1 | -6.8%
CC(CN1CCCCCC1)C(=O)NN (configuration not stated) | -14.1%
Cc1oc(-c2ccc(Cl)cc2)nc1CS(=O)CC(=O)NCc1ccc2c(c1)OCO2 (configuration not stated) | 4.2%
Cc1cc(C(=O)NNC(=O)c2ccc(Cl)cc2Cl)c(C)o1 | -6.7%
CCN(c1ccccc1)c1nnc(NC(=O)Nc2ccc(Br)cc2F)s1 | -4.8%
CCc1nn2c(=O)cc(COC(=O)c3cccc(NC(=O)c4ccccc4Cl)c3)nc2s1 | -0.4%
O=C(c1ccccc1)c1ccc2nc(N3CCN(c4ccc(F)cc4)CC3)c3nncn3c2c1 | -0.9%
COC(=O)C(C(=O)OC)C(c1ccccc1)C(C(=O)c1ccccc1)[N+](=O)[O-] (configuration not stated) | -2.6%
O=C(NCc1ccc(F)cc1)C(=O)Nc1ccc2nc3n(c(=O)c2c1)CCCCC3 | 0.9%
Cc1ccc(CNc2oc(-c3ccc(COc4ccc(C)cc4)o3)nc2C#N)cc1 | 0.8%
CCOC(=O)C1CCN(C(=O)c2ccc3c(=O)n4nc(Nc5ccccc5)sc4nc3c2)CC1 | -2.2%&8.7%
COc1cccc(NC(=O)Cn2c(=O)n(CCc3cccc(C)c3)c(=O)c3ccccc32)c1 | 5.1%
Cc1cccc(C)c1NC(=O)c1cc(S(=O)(=O)N2CCC3(CC2)OCCO3)ccc1F | -0.1%
Cc1cccn2c(=O)cc(COc3ccc(NC(=O)COc4ccc(F)cc4)cc3)nc12 | 0.3%
CC1(c2ccc(Cl)cc2)NC(=S)N2C1NC(=S)N2c1ccccc1 (configuration not stated) | 6.2%
O=C1CCC(c2ccc3c(c2)CCC3)=NN1 | 3.1%
CCOc1ccc(CN2CCN(S(=O)(=O)c3ccc(NC(C)=O)cc3)CC2)cc1 | 1.3%
CC1=C(C(N)=O)C(c2cccc(F)c2)n2nc(SCc3ccccc3)nc2N1 (configuration not stated) | 1.1%
CCN(CC)S(=O)(=O)c1ccc(N/N=C(\C)c2ccncc2)c([N+](=O)[O-])c1 | -7.9%
The list continues.
SMILES | aSyn tox rescue
COc1ccc(Cn2ccnc2SCC(=O)Nc2ccc3c(c2)OCO3)cc1 | 13.0%
O=C(CN1CCC(NC(=O)c2ccccc2Cl)CC1)NCc1ccccc1 | -5.1%
COc1ccc(N(CC(=O)N2CCN(C)CC2)S(=O)(=O)c2ccccc2)cc1 | 7.2%
COc1ccc(NC2=C(c3ccccc3)C(=O)c3ccccc32)cc1Cl | 0.0%
CCc1ccccc1NS(=O)(=O)c1ccc2c(c1)CCCN2C(=O)C1CCC1 | 29.0%
CCOc1ccc(N(CC(=O)NCc2ccc(Cl)cc2)S(=O)(=O)c2ccccc2)cc1 | 1.1%
CC(C)[C@H](NC(=O)c1c(F)cccc1F)C(=O)N1CCN(c2ccc(F)cc2)CC1 | -2.7%
Cc1cccc(C(=O)Nc2cccc(C(=O)OCc3cc(=O)n4nc(C5CC5)sc4n3)c2)c1 | 4.8%
CCOc1cccc(/C=C2\NC(=S)N(c3ccccc3)C2=O)c1O | -7.3%
COc1ccc(C2=C(Nc3ccc(Br)c(C)c3)c3ccccc3C2=O)cc1 | -18.0%
CCOC(=O)C1CCCN(Cc2cn3c(-c4cccc(Br)c4)nnc3s2)C1 (configuration not stated) | -6.6%
CCOC(=O)c1cc2c(=O)n3ccccc3nc2n(CC(C)C)c1=NC(=O)c1cc2ccccc2o1 | 0.3%
CCn1nc(C)c(CCN(C)C(=O)Nc2ccc(C)c(Cl)c2)c1C | 0.5%
Cc1ccc(/C=N/NC(=O)c2cc3ccccc3cc2O)o1 | -16.0%
COc1ccc(-c2cc(-c3ccccc3)nc(SCC(=O)Nc3ccccc3C)c2C#N)cc1 | 5.2%

Look-ups from above.
aSyn tox rescue result of `Cc1ccc(/C=N/NC(=O)c2cc3ccccc3cc2O)o1` is entered as -16.0%
aSyn tox rescue result of `COc1ccc(Cn2ccnc2SCC(=O)Nc2ccc3c(c2)OCO3)cc1` is entered as 13.0%
aSyn tox rescue result of `CCc1ccccc1NS(=O)(=O)c1ccc2c(c1)CCCN2C(=O)C1CCC1` is entered as 29.0%
aSyn tox rescue result of `COc1ccc(NC2=C(c3ccccc3)C(=O)c3ccccc32)cc1Cl` is entered as 0.0%
aSyn tox rescue result of `Cc1cccc(C(=O)Nc2cccc(C(=O)OCc3cc(=O)n4nc(C5CC5)sc4n3)c2)c1` is entered as 4.8%
aSyn tox rescue result of `CCOC(=O)c1cc2c(=O)n3ccccc3nc2n(CC(C)C)c1=NC(=O)c1cc2ccccc2o1` is entered as 0.3%

(continued)
SMILES | aSyn tox rescue
CCc1ccc(NCc2cc3ccc(OC)cc3n(CC(=O)Nc3ccccc3C)c2=O)cc1 | 7.8%
CCOC(=O)C1CCCN(CCC(=O)Nc2ccc(OC)cc2OC)C1 (configuration not stated) | 2.5%
CC(C)N1CC2(CC(c3ccccc3C(F)(F)F)=NO2)CN1C(=O)c1ccc(C(C)(C)C)cc1 (configuration not stated) | -3.0%
COc1ccc(-c2nn3c(=O)cc(CN4CCN(C(=O)/C=C/c5ccccc5)CC4)nc3s2)cc1 | 3.2%
Cc1ccc(C(=O)N[C@H](C(=O)Nc2cccc(S(=O)(=O)N3CCOCC3)c2)C(C)C)cc1 | 4.2%
Cc1cccc(-c2c3c(=O)n(C)c(=O)n(C)c3c3c(C)nc4ccccc4n23)c1 | -11.2%
COc1ccc(C(=O)Nc2cc(NC(=O)c3ccco3)ccc2OC)cc1Cl | -20.5%
O=C(CCn1c(=O)oc2ccccc21)N1CCN(c2ccc(F)cc2)CC1 | -1.8%
CC(=NNS(=O)(=O)c1ccc(C)cc1)c1ccncc1 | 9.5%
CCc1cccc(C)c1NC(=O)C1CCN(c2nnc(C)c3c(C)n(-c4ccccc4)nc23)CC1 | 2.9%
Cc1ccccc1NC(=O)Cc1nc(COC(=O)/C=C/c2ccc(F)cc2)cs1 | -10.7%
c1ccc2nc3c(nc2c1)OCC1CCCCN31 (configuration not stated) | -5.8%
Cc1cc(C)c(NS(=O)(=O)c2cccc3cccnc23)c(C)c1 | 4.0%
Cc1ccc(S(=O)(=O)NCC(=O)Nc2ccc3c(c2)OCCO3)cc1 | 6.9%
COc1ccc(CCNC(=O)c2c(O)nc3c(C)cccn3c2=O)cc1 | -1.0%

7 structures from above, ordered by heavy-atom count, smallest number first:
SMILES | aSyn tox rescue
CC1=C(C#N)C(/C=N/OCc2ccc(Cl)cc2)CC(=O)N1 (configuration not stated) | 3.2%
Cc1cc(=O)[nH]c(N/N=C/c2ccc(-c3ccc([N+](=O)[O-])cc3)o2)n1 | 0.6%
COc1ccc2c(c1)NC(c1cccnc1)=NC(c1ccc(F)cc1)=N2 | -1.6%
COc1ccc(Cn2ccnc2SCC(=O)Nc2ccc3c(c2)OCO3)cc1 | 13.0%
Cc1cccc(C)c1NC(=O)c1cc(S(=O)(=O)N2CCC3(CC2)OCCO3)ccc1F | -0.1%
Cc1cccn2c(=O)cc(COc3ccc(NC(=O)COc4ccc(F)cc4)cc3)nc12 | 0.3%
Cc1cc(C)cc(NC(=O)CSc2nc3c(oc4ccccc43)c(=O)n2-c2ccccc2F)c1 | 5.9%

Following part.
SMILES | aSyn tox rescue
CCCCN(CC)CCCNC(=O)c1cc2c(=O)[nH]c3ccccc3c2n1C | -6.1%
CCc1ccc(NC(=O)C2CCCN(c3nnc(C)c4c(C)n(-c5ccccc5)nc34)C2)cc1 (configuration not stated) | 5.3%
COc1cc(NC(=O)N[C@@H](CCSC)C(=O)O)cc(OC)c1 | -1.4%
O=C(O)c1ccc2c(c1)ncn2-c1ccc(F)c(F)c1 | -11.7%
Cc1ccc(C(=O)CCC(=O)OCC(=O)Nc2ccc3[nH]c(=O)[nH]c3c2)cc1 | 1.4%
CCOC(=O)c1cc(C)n(CC2CCC(C(=O)Nc3ccccc3OC)CC2)c1C (configuration not stated) | 0.8%
Cc1cc(OCC(=O)Nc2c(C(C)C)cccc2C(C)C)no1 | -1.8%
CCCSc1ncc(Cl)c(C(=O)NCc2ccc(C)cc2)n1 | 4.6%
COc1cccc(CNC(=O)Cn2c(=O)n3nc(-c4cccc(F)c4)nc3c3ccccc32)c1 | -7.1%
O=C(Nc1ccc(Br)cc1)c1ccc(F)c(S(=O)(=O)N2CCCc3ccccc32)c1 | -5.4%
CC(C)(C)NC(=O)NC(=O)CN1CCCCCCC1 | 6.4%
CCOc1ccccc1NC(=O)CCS(=O)(=O)c1cccs1 | -3.1%
COc1ccc(-n2c(SCC(=O)NCc3ccco3)nnc2-c2c[nH]c3ccccc23)cc1 | -2.4%
COc1ccccc1N1CCN(c2ncc3c(n2)CCN(Cc2ccc(C)s2)C3)CC1 | 8.1%
Cc1ccc(CNC(=O)C2CCCN(S(=O)(=O)c3ccc4c(c3)oc(=O)n4C)C2)cc1 (configuration not stated) | 2.6%
COc1ccccc1CNC(=O)CCCn1c(=O)c2ccccc2n(CC(=O)Nc2ccc(C)cc2Cl)c1=O | -5.7%
Cc1ccn2c(Nc3ccc(C(C)C)cc3)c(-c3cccs3)nc2c1 | -7.4%
CCn1c(CN2CCCCC2)nc2cc(NC(=O)c3cccc([N+](=O)[O-])c3)ccc21 | 2.5%
Cc1ccc(OCC(=O)Nc2ccc3nc(SCCOc4ccccc4)sc3c2)cc1 | -0.1%

Shown field by field: 2 of the compounds above
Cc1ccn2c(Nc3ccc(C(C)C)cc3)c(-c3cccs3)nc2c1
  aSyn tox rescue: -7.4%

CCn1c(CN2CCCCC2)nc2cc(NC(=O)c3cccc([N+](=O)[O-])c3)ccc21
  aSyn tox rescue: 2.5%
